# Source: PubChem BioAssay (National Center for Advancing Translational Sciences (NCATS))
# Eya2 inh: Eya2 (human) phosphatase inhibition; O00167; recombinant Eya2, OMFP fluorescence dephosphorylation (OMFP is methylfluorescein phosphate); Potency, µM (titrated, usually from 76.9 µM), without a hit: top-dose activity, negative = inhibition, most hits filed as inhibitors; 0.006% of 330,000 active; AID 488837; note: potency is the fitted concentration of half-maximal effect; % is set by controls: 0 for no effect and ±100 for the full control effect
#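 Eya2 (0.2 uM) preincubated 10 min at ambient with compound, then OMFP substrate added at 50 uM; 10 min reaction in 50 mM HEPES pH 7.5, 50 mM NaCl, 5 uM MgCl2, 0.05% BSA, 1 mM DTT. Fluorescence read at Ex 485/Em 525 nm.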
# BRCA1 expr up: BRCA1 expression activation; 1.1% of 380,000 active; MCF7-BRCA1-FFLuc reporter, luminescence, 48 h; response scale: scaled: vehicle 0%, 10 µM genistein 100%; Potency, µM (highest dose often 46.1 µM), inactives show at the highest dose activation, usual class: activators; note: potency is the fitted concentration of half-maximal effect; nearly all actives have a fitted effect of over 80% in size; some results filed as inactive show a strong effect at the top dose
#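 Luminescence from a BRCA1-driven firefly luciferase in MCF7 cells was read after 48 h compound exposure at 37 C. Data normalized against DMSO and a 10microM genistein activation control, then curve-fitted across the titration.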
# p53 reactivation: re-activators of mutant p53. H1299 p53-A138V BP100-luciferase reporter, luminescence, 24 h. Potency, µM (doses to about 92.2 µM), for inactives: top-dose activity change, positive = activation, usual class: activators. 0.063% of 320,000 active; note: potency is the fitted concentration of half-maximal effect; % of control where 0% means no effect; nearly all actives have a fitted effect of over 45% in size
#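 p53-null H1299 cells stably carrying temperature-sensitive p53-A138V and a BP100-luciferase reporter were pinned with compounds (4-point, 1:5 series) and held 24 hrs at 37 deg C. Luminescence was read 10 min after detection reagent.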
# Integrin act MD: activators of alpha7 integrin expression for muscular dystrophy; 0.064% of 350,000 active; alpha7betagal myoblasts, beta-gal FDG fluorescence, 48 h; AID 624291; Potency, µM (titrated, usually from 38.3 µM), for the others: top-dose activation, most hits filed as activators;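 note: potency is the fitted concentration of half-maximal effect; 100% = response of the positive control SU9516; nearly all actives have a fitted effect of over 60% in size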
#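 alpha7betagal+/- myoblasts (passage 13, 250/well) treated 48 h at 37C with compounds at 1:260 dilution of DMSO stock. Lysed, then beta-galactosidase activity read as FDG fluorescence (ex 480/em 540) after 30 min, with pre-read for autofluorescence.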
# B2AR arrestin: beta2AR (human) beta-arrestin recruitment activity. P07550. beta-arrestin recruitment to beta2AR, cell-based reporter. Potency, µM (series often up to 46.1 µM), for the others: at the highest dose activation, hits mostly activators. 0.02% of 330,000 active. AID 492947;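 note: potency is the fitted concentration of half-maximal effect; 0% = DMSO controls and full agonism = EC100 isoproterenol or metaproterenol; nearly all actives have a fitted effect of over 65% in size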
# ELG1 genotoxic: genotoxicity induction in ELG1-luciferase HEK293T cells. HEK293T ELG1-luciferase reporter, luminescence, 16 h. Potency, µM (highest dose often 46 µM), without a hit: top-dose activity change, positive = activation, actives largely listed as activators. 1.3% of 330,000 active. AID 504466; note: potency is the fitted concentration of half-maximal effect; % of control where 0% means no effect; nearly all actives have a fitted effect of over 60% in size
#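 Genotoxic stress is detected as increased luminescence from luciferase-tagged ELG1 in HEK293T cells, measured with ONE-Glo after a 16 hr treatment at 37 °C.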
# ASM inhibitor: blocks human secretory acid sphingomyelinase; placental ASM, HMU-PC fluorogenic substrate, 60 min; Potency, µM (top dose mostly 57.5 µM), without a hit: at the top dose activity change, negative = inhibition, hits mostly inhibitors; 0.006% of 340,000 active; note: potency is the fitted concentration of half-maximal effect
#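 Steps: dispense placental human ASM, pin compound, wait 10 min at room temperature, add HMU-PC0 substrate at 9 uM final, incubate 60 min at 37 °C, add stop solution raising pH to 10, read fluorescence.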
# USP2a inh: blocks human ubiquitin-specific protease USP2a; O75604; Potency, µM (doses to about 38.3 µM), without a hit: at the highest dose activity change, negative = inhibition, most hits filed as inhibitors; 0.01% of 330,000 active; USP2 core, Ub-CHOP2 coupled fluorogenic reporter, 485/531;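 note: potency is the fitted concentration of half-maximal effect; plate controls were DMSO wells for no effect and full inhibition by NEM control for full effect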
# Target sequence (O75604 whole entry, looked up): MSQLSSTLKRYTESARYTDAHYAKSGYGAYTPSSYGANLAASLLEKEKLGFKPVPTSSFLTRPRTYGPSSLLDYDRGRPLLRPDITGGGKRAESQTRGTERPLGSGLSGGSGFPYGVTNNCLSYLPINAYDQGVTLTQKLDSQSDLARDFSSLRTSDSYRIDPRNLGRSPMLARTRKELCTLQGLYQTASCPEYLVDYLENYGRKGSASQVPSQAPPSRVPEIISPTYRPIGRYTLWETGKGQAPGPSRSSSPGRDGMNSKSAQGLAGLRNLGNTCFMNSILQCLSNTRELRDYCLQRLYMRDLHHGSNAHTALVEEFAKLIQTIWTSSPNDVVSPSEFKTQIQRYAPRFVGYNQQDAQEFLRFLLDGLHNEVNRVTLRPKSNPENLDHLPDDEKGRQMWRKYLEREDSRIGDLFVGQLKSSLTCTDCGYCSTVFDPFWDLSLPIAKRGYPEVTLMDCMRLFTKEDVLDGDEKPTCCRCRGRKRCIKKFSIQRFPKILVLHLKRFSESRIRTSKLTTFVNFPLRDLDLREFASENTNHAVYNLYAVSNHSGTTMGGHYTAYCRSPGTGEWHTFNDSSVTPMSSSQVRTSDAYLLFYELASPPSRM
#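 Cell-free coupled assay: 10nM USP2 core preincubated 30min RT with compound in Tris-HCl pH 8.0/CaCl2/CHAPS buffer, then 25nM Ub-CHOP2 and 25nM reporter substrate; fluorescence (Ex 485/Em 531) read after 60min RT, normalized to NEM inhibition, concentration-response curves fitted.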
# TRPV1 agonist: human TRPV1 agonism | TRPV1-expressing cells, Fluo-8 calcium influx, agonist mode | activation, % at 8.33 µM | 0.19% of 320,000 active | AID 540275; in the data active = activation above about 80%; inconclusive = between about 30% and that limit; note: 0% is about no effect
#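 TRPV1-expressing cells were cultured overnight at 35.5C and loaded with Fluo-8 calcium dye for 40 to 90 min at room temperature. After a 10 s baseline, compound was added and calcium influx was read kinetically for 3 min (ex 480/em 520 nm).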
# PTAP TSG101 blk: blocks PTAP/TSG101 interaction to inhibit HIV-1 budding; Q99816; Fluorescence polarization, FITC-PTAP peptide / Tsg101 binding; Potency, µM (highest dose often 115 µM), inactives show top-dose activity change, negative = inhibition, most hits filed as inhibitors; 340,000 tested, under 10 active; active = well fitted inhibition curve with a large enough effect in the main read-out, with a control signal flat, not every such curve was filed as active; inconclusive = small, poorly fitted or top-dose-only effect, or effect the other way, or a change in a side signal; inactive = no such curve, though single readings can be large or run the other way; note: potency is the fitted concentration of half-maximal effect; % of control where 0% means no effect
# Target sequence (Q99816 whole entry, looked up): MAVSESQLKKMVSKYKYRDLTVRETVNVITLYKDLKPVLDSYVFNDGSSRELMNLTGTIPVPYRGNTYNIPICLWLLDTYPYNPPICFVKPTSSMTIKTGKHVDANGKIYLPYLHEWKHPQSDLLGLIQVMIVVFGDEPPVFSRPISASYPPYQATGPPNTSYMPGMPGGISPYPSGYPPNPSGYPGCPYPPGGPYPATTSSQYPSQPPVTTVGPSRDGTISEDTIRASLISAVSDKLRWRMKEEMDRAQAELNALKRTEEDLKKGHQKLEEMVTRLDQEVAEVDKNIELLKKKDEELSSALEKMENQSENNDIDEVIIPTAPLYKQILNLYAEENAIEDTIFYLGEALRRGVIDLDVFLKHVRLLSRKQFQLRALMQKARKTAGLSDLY
#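 Steps: Tsg101 binding domain dispensed (10 uM final), compounds pinned in DMSO, FITC-labeled PTAP-motif peptide added (50 nM final); after 20 min binding at room temperature, polarization measured.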
# uPA surface inh: blocks generation of uPA at the cell surface; cell surface uPA generation assay, qHTS; Potency, µM (highest dose often 38.3 µM), without a hit: top-dose activity change, negative = inhibition, hits mostly inhibitors; 0.31% of 330,000 active; AID 540303; active = well fitted inhibition curve with a large enough effect; inconclusive = small, poorly fitted or top-dose-only effect; inactive = no such curve, though single readings can be large or run the other way; tested in mouse RAW 264.7 cells; note: potency is the fitted concentration of half-maximal effect; % is set by controls: 0 for no effect and ±100 for the full control effect; nearly all actives have a fitted effect of over 55% in size
# * hit, by the source's call; ? = inconclusive; / = not tested or not shown; [ ] = dose if it differs, or a comment. Unless noted, calls come from the whole dose curve; as a rule, active = well fitted curve in the direction sought with a large enough effect; inconclusive = small, poorly fitted or top-dose-only effect, or another doubt; inactive = no such curve, though single readings can be large; an effect the other way counts as inactive or inconclusive. The order is random. About 2.6% of those tested had a hit in this group.
# Fields – Eya2 inh | BRCA1 expr up | p53 reactivation | Integrin act MD | B2AR arrestin | ELG1 genotoxic | ASM inhibitor | USP2a inh | TRPV1 agonist | PTAP TSG101 blk | uPA surface inh
O=C(N/N=C/c1cccn1-c1ccccc1)c1ccncc1
  -6% | -10% | -3% | -14% | -0.2% | 16% | 8% | 0% | 3 | -1% | -6%
O=C(NCC1CCCO1)c1cc(S(=O)(=O)N2CCCC2)c(Cl)cc1Cl (centres undefined)
  -9% | -22% | -4% | 0% | -0.8% | -5% | 5% | 1% | 6 | -2% | 1%
CC(C)(C)C(=O)CN1C2=NCCCN2c2ccccc21
  7% | 0% | / | 9% | 0.4% | -8% | 3% | 0% | -2 | -3% | 14%
O=C1/C(=C/c2ccc(O)cc2)CCc2ccc([N+](=O)[O-])cc21
  -2% | -20% | ? | 11% | -0.1% | 0% | -5% | 1% | -3 | -3% | -4%
CCOC(=O)Cc1csc(NC(=O)C(C)(C)C)n1
  -7% | 78% | ? | 0% | 0.1% | ? | 3% | 3% | -9 | -1% | /
CCOc1ccccc1NC(=O)NC1Cc2ccccc2C1
  -2% | 15% | 5% | ? | -0.6% | 1% | -4% | 2% | 4 | -3% | -9%
COc1cc(OC)cc(C(=O)NCC(=O)NCCN2C(=O)S/C(=C\c3ccccc3Cl)C2=O)c1
  13% | -16% | 11% | -40% | -1.0% | 1% | -8% | -1% | 5 | -2% | ?
O=C(CC1S/C(=N/N=C2CCCCCC2)NC1=O)Nc1ccccc1C(F)(F)F (centres undefined)
  -1% | -8% | 0% | 18% | -0.2% | -6% | 0% | -2% | 1 | -1% | 7%
Cc1ccc(-n2c(C)nnc2SCC(=O)NC2CCCC2)cc1
  9% | 31% | / | -15% | 0.0% | -3% | 5% | 1% | 3 | 1% | -1%
N=C1C(c2nc(-c3ccc(Br)cc3)cs2)=C(O)CN1NC(=O)c1ccc([N+](=O)[O-])cc1
  -13% | -29% | 9% | 6% | -0.1% | 10% | -6% | 0% | 0 | -1% | 0%
CN1CCN(CCC=C2c3ccccc3Sc3ccc(S(=O)(=O)N(C)C)cc32)CC1
  11% | 0% | 4% | / | -1.0% | ? | -2% | 1% | 2 | -5% | -20%
CCC(=O)N(Cc1ccc(C)cc1)Cc1cc2cc3c(cc2[nH]c1=O)OCO3
  5% | 1% | -2% | 9%[7.66 µM] | -0.1% | -5% | 21% | -1% | 10 | -2% | /
CC1Cc2cccc3c(O)c(C(=O)c4nn[nH]n4)c(=O)n1c23 (centres undefined)
  4% | 0% | 9% | -20% | -0.5% | 1% | -3% | 2% | 1 | 1% | -3%
O=C(NNC(=O)C1CC1)c1cccc([N+](=O)[O-])c1
  -6% | 31% | 7% | 0% | 0.1% | 9% | -1% | 4% | 1 | -5% | -1%
CC(OC(=O)c1ccccc1O)C(=O)Nc1ccc(Cl)cn1 (centres undefined)
  3% | 0% | -4% | 6% | -0.5% | -2% | -2% | 12% | 17 | -1% | -2%
Cn1nc(-c2ccccc2)cc1NC(=O)Nc1ccc(F)cc1
  -1% | 2% | 2% | 2% | 3.3% | -3% | -1% | -6% | 16 | 1% | 7%
COc1ccc2c(c1)-c1c(sn(-c3ccccc3)c1=S)C(C)(C)N2
  -9% | -65% | 10% | -36% | -1.3% | -1% | -27% | 3% | 14 | 1% | -3%
COc1ccc(NC(=O)C(c2ccccn2)N(C(C)=O)c2ccc(C)cc2)cc1 (centres undefined)
  1% | -6% | ? | -18% | -0.2% | 6% | 7% | -1% | 0 | -3% | 0%
COc1ccc(OC)c(Nc2nc(N)c([N+](=O)[O-])c(NC3CCCCC3)n2)c1
  1% | -30% | 0% | 7% | -0.4% | 1% | -2% | -2% | 0 | -3% | -15%
Cc1ccc2nc(/C(C#N)=C\c3ccc(N4CCCCC4)c([N+](=O)[O-])c3)[nH]c2c1
  / | -42% | / | 30% | / | / | -10% | / | 3 | -3% | -14%
COc1cc(OC)c(NC(=O)c2cccc(F)c2)cc1Cl
  -3% | -68% | -6% | -18% | 3.7% | -4% | -3% | 1% | -2 | -4% | -19%
CN(C(=O)c1ccc(N2CCCCC2)c([N+](=O)[O-])c1)C1CCS(=O)(=O)C1 (centres undefined)
  9% | -25% | -6% | -6% | -0.4% | 1% | -4% | 0% | / | -1% | -1%
COc1ccc(OCCSc2nnc3c(Cl)cc(Cl)cn23)cc1
  -4% | 2% | 5% | 10% | 0.4% | -3% | 2% | -4% | 4 | -1% | -2%
CCOc1ccc(N/C(SCc2cccc([N+](=O)[O-])c2)=C(/C#N)C(N)=O)cc1
  -9% | -22% | 6% | -24% | -0.1% | -11% | 0% | -1% | 0 | 1% | -12%
CN1CCc2nc(SCCOc3ccccc3)c(C#N)cc2C1
  -9% | -1% | ? | -5% | 0.3% | 12% | 88%[activator] | 2% | 3 | -7% | 1%
CCOC(=O)c1c(NC(=O)c2nc3n(n2)C(C(F)F)CC(C)N3)sc2c1CCCC2 (centres undefined)
  11% | 9% | -6% | -12% | -0.9% | -2% | 14% | 1% | -2 | -3% | 1%
COc1ccc(CCNC(=O)C(=O)NCC2CCCN2S(=O)(=O)c2cc(C)ccc2C)cc1 (centres undefined)
  -12% | -2% | -4% | 6% | 0.3% | -11% | 0% | -2% | 4 | -4% | -5%
N#Cc1c(-c2ccccc2)cc(-c2ccc(O)cc2)nc1N
  -4% | -13% | 1% | 18% | -0.9% | 9% | 469%[activator] | -5% | ? | -7% | ?
O=[N+]([O-])c1ccc(N=Nc2c(O)[nH]c3ccc(F)cc23)cc1
  -28% | -19% | 16% | -62%[inhibitor] | -0.8% | ? | -18% | 0% | -8 | -2% | 7%
Cc1ccc(NC(=O)C2C3C=CC4(O3)C2C(=O)N(CCCN2CCCC(C)C2)C4C(=O)NC2CCCCC2)cc1 (centres undefined)
  -15% | -22% | 2% | -37% | -0.1% | 0% | 1% | 5% | 1 | 1% | -2%
C/C(=N\N1CCN(Cc2ccc(Cl)cc2)CC1)c1ccc(F)cc1
  -29% | 2% | 0% | 0% | 0.5% | -5% | -1% | -5% | 1 | -3% | 1%
CCOC(=O)CC1COCCN1C(=O)c1cc(COc2ccc(F)c(F)c2)on1 (centres undefined)
  -5% | ? | ? | -4% | 0.4% | 8% | 0% | 3% | 2 | -3% | -4%
Cc1ccc(C(=O)/C=C/Nc2ccc3c(c2)OCO3)cc1
  18% | ? | 38% | -8% | -0.6% | ? | 2% | 3% | 4 | -1% | -10%
CCN([C@H](CO)CC(C)C)S(=O)(=O)c1ccccc1
  0% | 3% | 2% | 4% | -0.1% | 0% | -3% | -1% | / | -7% | -3%
O=C(NC1CCCC1)c1ccc(CS(=O)(=O)c2ccc(Br)cc2)o1
  -3% | -14% | -6% | 16% | -0.2% | -4% | 3% | 6% | -1 | 2% | 7%
O=C(C[C@@H]1C/C=C\CC[C@@H](Cc2ccc(F)cc2)C(=O)OC[C@@H]2CCCN2C1=O)N[C@H](CO)Cc1ccccc1
  6% | -13% | 0% | 8% | 14% | -8% | -9% | -2% | / | -8% | 1%
Cc1cccc(CCNS(=O)(=O)c2ccc3c(c2)NC(=O)C(C)S3)c1 (centres undefined)
  5% | -21% | 8% | 17% | -0.2% | -5% | -4% | -6% | 6 | -3% | 18%
CC(C)c1nc2cc(C(=O)N3CCN(c4cnccn4)CC3)ccc2o1
  2% | -1% | 29% | -4% | -0.7% | 6% | 4% | -1% | 2 | -1% | 4%
CCC(C)NC(=O)c1cc(C)no1 (centres undefined)
  8% | 9% | 3% | 40% | 0.2% | 0% | 6% | 0% | 1 | -5% | -2%
O=C(CSC(=S)N1CCCC1)c1ccccc1
  -6% | 65% | ? | 7% | -0.9% | 0.58µM* | 2% | 1% | 14 | 0% | -28%
CC(C(=O)Nc1ccccc1-c1ccccc1)N1CCN(Cc2ccccc2)CC1 (centres undefined)
  -1% | -25% | -2% | -2% | 0.1% | -5% | 2% | 0% | -4 | 1% | 2%
O=C(NCc1ccc(F)cc1)c1cccc(S(=O)(=O)N2CCOCC2)c1
  19% | 1% | -3% | 10% | 0.0% | 2% | 4% | 2% | 12 | -1% | -9%
Oc1ccccc1-c1nc(NCCN2CCOCC2)c2ccccc2n1
  -2% | -51% | -8% | -37% | -0.4% | -13% | -8% | -2% | 14 | -5% | -3%
Cn1c(=O)c2cn(-c3cccc4ccccc34)cc2n(C)c1=O
  19% | -76% | 5% | 13% | -0.1% | -2% | -4% | 1% | 3 | 1% | 9%
CCC(C)C(NC(=O)c1ccccc1)C(=O)Nc1ccc(S(=O)(=O)Nc2cc(C)nc(C)n2)cc1 (centres undefined)
  -5% | 8% | -4% | 10% | 0.2% | -1% | -2% | 0% | -1 | -4% | 44%[activator]
